GLS inh: glutaminase GLS (human) inhibition; GLS enzymatic activity, qHTS titration; Potency, µM (highest dose often 45.5 µM), without a hit: at the highest dose activity change, negative = inhibition, usual class: inhibitors; 410,000 tested, 0.21% active; note: potency is the fitted concentration of half-maximal effect; % is set by controls: 0 for no effect and ±100 for the full control effect
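Enzyme dispensed in phosphate buffer (45 mM, pH 8.2, 0.02% Tween-20), compounds pinned in, then 1 mM L-glutamine solution and the glutamate oxidase–HRP–Amplex Red mix added; fluorescence read immediately and again after 30 min at room temperature.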
BAZ2B inh: BAZ2B (human) inhibition; Q9UIF8; AlphaScreen BAZ2B-H3K14Ac peptide displacement; Potency, µM (series often up to 114 µM), for the others: at the highest dose activity change, negative = inhibition, actives largely listed as inhibitors; 360,000 tested, 4.4% active; note: potency is the fitted concentration of half-maximal effect; % is set by controls: 0 for no effect and ±100 for the full control effect; nearly all actives have a fitted effect of over 60% in size
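AlphaScreen luminescence quantifies BAZ2B engagement of H3K14Ac peptide; the protein and biotinylated peptide are both at 50 nM final, buffer PBS pH 7.4 with 0.01% Tween-20, all steps at room temperature.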
PGK inhibitor: inhibitors of T. brucei phosphoglycerate kinase | 380,000 tested, 0.043% active | Potency, µM (titrated, usually from 57.5 µM), without a hit: top-dose activity change, negative = inhibition, usual class: inhibitors | AID 602233 | PGK/GAPDH coupled, Kinase-Glo luminescence, 60 min | P07378; note: potency is the fitted concentration of half-maximal effect; % is set by controls: 0 for no effect and ±100 for the full control effect; nearly all actives have a fitted effect of over 60% in size
Target sequence (P07378 whole entry, looked up): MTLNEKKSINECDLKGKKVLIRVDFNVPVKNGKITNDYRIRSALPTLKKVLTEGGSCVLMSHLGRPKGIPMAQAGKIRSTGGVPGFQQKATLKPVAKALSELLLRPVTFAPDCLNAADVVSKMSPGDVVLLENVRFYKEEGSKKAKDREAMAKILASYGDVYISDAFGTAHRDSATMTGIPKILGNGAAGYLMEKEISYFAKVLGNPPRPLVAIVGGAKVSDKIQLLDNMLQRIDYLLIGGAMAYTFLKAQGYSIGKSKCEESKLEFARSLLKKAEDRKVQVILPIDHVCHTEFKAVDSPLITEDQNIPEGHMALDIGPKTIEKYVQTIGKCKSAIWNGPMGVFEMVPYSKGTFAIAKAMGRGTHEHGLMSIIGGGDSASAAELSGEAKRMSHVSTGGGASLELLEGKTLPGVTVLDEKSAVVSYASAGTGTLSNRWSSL
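Luminescent ATP detection (Kinase-Glo Plus) follows a 60-minute room-temperature incubation, with wells lacking PGK as controls. Buffer: 100 mM TEA (pH 7.6), 5 mM MgCl2, 0.01% Tween-20. Coupling enzyme GAPDH (100 nM final) supplies unstable 1,3-BPG in-well.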
JMJD2A Tudor: JMJD2A Tudor domain (human) inhibition; O75164; AlphaScreen JMJD2A-Tudor / H3K4me3 peptide binding; Potency, µM (top dose mostly 114 µM), for the others: top-dose activity change, negative = inhibition, actives largely listed as inhibitors; 390,000 tested, 4.4% active; note: potency is the fitted concentration of half-maximal effect; % is set by controls: 0 for no effect and ±100 for the full control effect; nearly all actives have a fitted effect of over 50% in size
Pol eta inh: blocks human DNA polymerase eta activity; Q9Y253; recombinant Pol eta, fluorescent DNA replication assay; Potency, µM (highest dose often 114 µM), for the others: top-dose activity change, negative = inhibition, usual class: inhibitors; 390,000 tested, 1.2% active; note: potency is the fitted concentration of half-maximal effect; % is set by controls: 0 for no effect and ±100 for the full control effect
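Pol eta at 10 nM preincubated with compounds 15 min at room temperature; reaction started with fluorescent substrate (50 nM final) and read kinetically at 0 and 10 min.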
HP1b chromo inh: blocks HP1-beta chromodomain binding to methylated histone tails; P83916; AlphaScreen HP1-beta / biotin-H3K9me3 peptide binding; Potency, µM (doses to about 114 µM), for inactives: at the top dose activity change, negative = inhibition, actives largely listed as inhibitors; 390,000 tested, 0.56% active; AID 540317; note: potency is the fitted concentration of half-maximal effect; nearly all actives have a fitted effect of over 70% in size; inactives centre near 23
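HP1-beta protein (50 nM final) preincubated 30 min at room temperature with biotinylated H3(1-18)K9me3 peptide (50 nM) in PBS pH 7.4, 0.01% Tween-20, then compound added for 30 min. AlphaScreen streptavidin donor/nickel chelate acceptor beads (10 ug/mL final), 30 min dark, luminescence read.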
PI4K2A block: blocks human PI4K2A kinase activity. Q9BTU6. purified PI4K2A, ADP-Glo luminescence, 1 h; stronger effect = lower value. activity change, negative = inhibition, % at 76.9 µM. 420,000 tested, 0.13% active. AID 1346378; in the data active = activity change below about -50%; inconclusive = mostly about -30% to -49%;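 note: -100% = wells without enzyme as full effect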
Target sequence (Q9BTU6 whole entry, looked up): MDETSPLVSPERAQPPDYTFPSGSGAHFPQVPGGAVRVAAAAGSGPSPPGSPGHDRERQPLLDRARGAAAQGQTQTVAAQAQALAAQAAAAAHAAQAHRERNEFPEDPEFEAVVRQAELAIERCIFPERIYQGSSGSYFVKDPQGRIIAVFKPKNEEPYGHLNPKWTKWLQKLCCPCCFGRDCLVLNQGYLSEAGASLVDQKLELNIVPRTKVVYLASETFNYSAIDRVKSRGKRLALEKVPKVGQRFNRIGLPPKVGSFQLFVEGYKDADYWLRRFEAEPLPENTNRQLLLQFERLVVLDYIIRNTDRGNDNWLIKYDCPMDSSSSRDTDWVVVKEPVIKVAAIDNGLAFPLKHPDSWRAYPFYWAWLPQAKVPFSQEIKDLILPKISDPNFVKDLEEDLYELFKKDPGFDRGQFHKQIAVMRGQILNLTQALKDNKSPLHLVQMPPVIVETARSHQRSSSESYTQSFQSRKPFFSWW
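Compounds are screened against recombinant PI4K2A using PI as substrate and ATP, the latter dispensed at 300 microM. Reactions run one hour at ambient temperature before ADP-Glo detection; full inhibition defined by wells lacking enzyme.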
G9a block: blocks human histone lysine methyltransferase G9a; 350,000 tested, 8.8% active; Q96KQ7; G9a H3K9 monomethylation, AlphaScreen, 2 h; Potency, µM (titrated, usually from 102 µM), without a hit: at the highest dose activity, negative = inhibition, actives largely listed as inhibitors; note: potency is the fitted concentration of half-maximal effect; % is set by controls: 0 for no effect and ±100 for the full control effect; nearly all actives have a fitted effect of over 75% in size
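Signal arises when biotinylated H3K9 peptide, once monomethylated, bridges streptavidin donor and antibody-captured acceptor beads. Enzyme at 20 nM was preincubated 15 min with test compounds; peptide 500 nM and SAM 20 uM then reacted for 2 h.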
Pin1 inh: inhibitors of human Pin1; Potency, µM (highest dose often 115 µM), for inactives: top-dose activity, negative = inhibition, actives largely listed as inhibitors; Q13526; AID 504891; Pin1 FP peptide displacement, HiFluor488, 10 min; 390,000 tested, 0.009% active; active = well fitted inhibition curve with a large enough effect in the polarisation, with a control signal flat, not every such curve was filed as active; inconclusive = small, poorly fitted or top-dose-only effect, or effect the other way, or a change in a side signal; inactive = no such curve, though single readings can be large or run the other way; the % refers to the polarisation; note: potency is the fitted concentration of half-maximal effect; % is set by controls: 0 for no effect and ±100 for the full control effect
* hit, by the source's call; i = inactive; ? = inconclusive; · = not tested or not shown; & = joins results of further samples; [ ] = dose if it differs, or a comment. Unless noted, calls come from the whole dose curve; as a rule, active = well fitted curve in the direction sought with a large enough effect; inconclusive = small, poorly fitted or top-dose-only effect, or another doubt; inactive = no such curve, though single readings can be large; an effect the other way counts as inactive or inconclusive. The list is partial (hit frequency here may not be typical).

GLS inh,Structure,BAZ2B inh,PGK inhibitor,JMJD2A Tudor,Pol eta inh,HP1b chromo inh,PI4K2A block,G9a block,Pin1 inh
-2%,Cc1cc(C)n2c(Nc3ccccc3C)c(-c3cccs3)nc2n1,-26%,-2%,-11%,-14%,15%,4,-1%[59 µM],?
-17%,COc1ccc(CCNC(=O)C(=O)c2cn(CC(=O)N3CCOCC3)c3ccccc23)cc1,-16%,-10%,-1%,-1%,14%,3,-43%,-21%
5%,COc1ccccc1N1CCN(CC(=O)c2c(C)[nH]c3cc(C)ccc23)CC1,-36%,i,-15%[57.1 µM],-18%,5%,-1,?,-3%
10%,Cc1ccc(S(=O)(=O)Nc2ccccc2-c2ccccc2NS(=O)(=O)c2ccc(C)cc2)cc1,-50%,-2%,-16%,?,20%,3,-26%,7%
0%,COC(=O)CCCCCN1C(=O)NC(c2ccccc2)C(C(=O)OCc2ccccc2)=C1C (centres undefined),-24%,4%,-22%,-18%,21%,-1,2%,?
1%,CCN(C(=O)CSc1nc2ccc(C)cc2[nH]1)C1CCS(=O)(=O)C1 (centres undefined),·,i,-1%,-8%,33%,7,·,-1%
13%,COc1ccc(S(=O)(=O)N(CC(=O)NC2CC2)C2CCCCC2)cc1Cl,6%,·,-8%,-10%,9%,-4,-48%[12.7 µM],-8%
-2%,CCOC(=O)C1=C(COC(=O)/C=C/c2cccc(OC)c2OC)NC(=O)NC1C (centres undefined),-25%,-10%,-15%,-13%,37%,-3,?,4%
-5%,O=c1oc(Cc2ccccc2)nc2ccccc12,-8%,·,-12%,2%,21%,-5,2%,0%
15%,CCOc1ccc(S(=O)(=O)Nc2ccc(C(=O)NCCCN3CCCC3=O)cc2)cc1,-2%,i,-14%,-4%,26%,-3,13%[59 µM],-7%
-1%,CCN(c1nc(C)cc(OC)n1)S(=O)(=O)c1ccccc1,0%,-5%,8%,-7%,34%,0,-49%[59 µM],1%
7%,CC(CN1C(C)CCCC1C)OC(=O)c1ccc(Cl)cc1 (centres undefined),-15%,-7%,-13%,1%,19%,0,?,0%
-1%,O=C(Nc1nc2ccccc2[nH]1)C1CCCO1 (centres undefined),-4%,-5%,?,-7%,8%,-6,4%[59 µM],-3%
17%,CCc1nnc(NC(=O)c2ccc(S(=O)(=O)N3CCc4ccccc4C3)cc2)s1,-2%,i,?,-4%,?,-3,-10%,-8%
9%,O=C(O)c1ccc(/C=C2\COc3ccccc3C2=O)cc1,26%,-7%,-6%,?,8%,-20,6%[59 µM],-3%
3%,O=C(NC1CC(=O)N(c2ccc(Cl)cc2)C1)c1ccc(S(=O)(=O)N2CCCC2)cc1 (centres undefined),3%,-11%,-19%,-6%,47%[activator],3,3%[59 µM],-6%
-1%,COc1cccc(NC(=O)CSc2nc3n[nH]c(C)c3c(=N)n2-c2cccc(OC)c2)c1,?,-5%,-11%,-18%,21%,5,3%[12.7 µM],2%
12%,CC(=O)c1ccc(-n2c(CCC(=O)O)ccc2-c2ccc(Br)cc2)cc1,?,-9%,?,-9%,-8%,0,40µM*,0%
5%,O=C(Nc1ccc2c(c1)OCCO2)c1ccncc1,4%,-11%,-12%,-14%,37%[activator],-11,-28%[59 µM],-1%
2%,CCC(=O)N1CCN(c2cc(N3CCCC3)c(F)cc2[N+](=O)[O-])CC1,·,-3%,-24%,-5%,-3%,-7,·,11%
-3%,COCCCNC(=O)CN1CCN(Cc2ccc(Cl)cc2)C1=O,6%,0%,-9%,-16%,39%,4,8%,-3%
3%,CC1CCCC(C)N1CC(O)COCc1ccccc1F (centres undefined),?,i,50µM*,-13%,?,2,-8%[2.33 µM],-3%
8%,C=CCN(c1ccccc1OC)S(=O)(=O)c1cccc(C(=O)Nc2nnc(C3CC3)s2)c1,-5%,i,-8%,-17%,21%,-3,21%[59 µM],16%
7%,COc1ccc(CCNC(=O)c2ccc3c(c2)OCCO3)cc1,-2%,0%,-6%,7%,21%,-4,0%,-3%

Molecules from the list above that contain an aryl thioether with sulfur outside any ring, in the order listed:
GLS inh,Structure,BAZ2B inh,PGK inhibitor,JMJD2A Tudor,Pol eta inh,HP1b chromo inh,PI4K2A block,G9a block,Pin1 inh
1%,CCN(C(=O)CSc1nc2ccc(C)cc2[nH]1)C1CCS(=O)(=O)C1 (centres undefined),·,i,-1%,-8%,33%,7,·,-1%
-1%,COc1cccc(NC(=O)CSc2nc3n[nH]c(C)c3c(=N)n2-c2cccc(OC)c2)c1,?,-5%,-11%,-18%,21%,5,3%[12.7 µM],2%

Going on with the list:
GLS inh,Structure,BAZ2B inh,PGK inhibitor,JMJD2A Tudor,Pol eta inh,HP1b chromo inh,PI4K2A block,G9a block,Pin1 inh
?,CCCNc1c(N)n(-c2ccccc2)c(=O)[nH]c1=O,56µM*,1%,?,-11%,14%,0,35µM*,-12%
-1%,O=C(CCc1nc2ccccc2c(=O)[nH]1)NNC(=O)COc1ccc(Br)cc1,3%,-7%,-5%,-10%,43%[activator],-2,0%,13%
0%,O=C(CN(C(=O)CCC(=O)Nc1nccs1)c1ccc(F)cc1)NCc1ccco1,-6%,2%,-8%[11.4 µM],-17%,-23%,4,-9%[59 µM],0%
0%,COc1cc(NC(=O)CN2CCCCC2C)c(C)cc1[N+](=O)[O-] (centres undefined),5%,1%,-17%,-16%,4%,2,5%[59 µM],-9%
-9%,CC(C)CCn1c(=O)c2cccnc2n(CC(=O)Nc2ccccc2)c1=O,7%,-3%,0%,-4%,31%,-13,-5%[59 µM],3%
-7%,CC(C)c1ccc(NS(=O)(=O)c2cn(C)c(=O)n(C)c2=O)cc1,-4%,-1%,-6%,-12%,47%[activator],-3,-8%,9%
2%,CCOc1ccc(CCNC(=O)COC(=O)CNS(=O)(=O)c2ccc(C)cc2)cc1OCC,4%,1%,-13%,?,31%,0,13%[2.33 µM],2%
-17%,O=c1cc(N2CCCCC2)c(-c2ccccc2)nn1Cc1ccc(Cl)cc1Cl,21%,-1%,-13%[11.4 µM],-18%,26%,0,·,6%
-2%,CCOc1ccc(C(=O)O/N=C(\N)c2ccc([N+](=O)[O-])cc2)cc1OCC,8%,-1%,-26%,-1%,0%,-1,-4%[59 µM],-1%
9%,CC(C)C(=O)Nc1ccc(C(=O)NNC(=O)c2ccco2)cc1,9%,2%,-8%,-3%,7%,0,·,-3%
17%,COC(=O)C1=C(C)OC(N)=C(C#N)C1c1cccnc1 (centres undefined),5%,i,8%,-9%,50%[activator],-2,?,0%
-2%,O=C(OCC(=O)N1CCCC1)c1c(Cl)cccc1Cl,10%,-7%,-1%,-8%,21%,9,1%,-9%
7%,O=C(NCCS(=O)(=O)N1CCN(c2ccc(F)cc2)CC1)c1ccc(Br)o1,-17%,i,13%,-14%,45%[activator],-1,15%,-3%
-4%,O=C(O)C(=Cc1ccccc1[N+](=O)[O-])c1ccc2c(c1)OCO2,·,-9%,·,-19%,·,1,·,·
2%,COc1ccc(NC(=O)c2nnn(CC(=O)Nc3ccc4c(c3)OCO4)c2N)c(OC)c1,-13%,-1%,-8%,-22%,22%,-3,36%[59 µM],?
17%,COc1ccccc1CN1CCSCC1,50µM*,-11%[11.5 µM],6.3µM*,-7%,71µM*,-3,?,-9%
-1%,CCN(CC)CCN(C(=O)c1ccc(S(=O)(=O)N(C)C2CCCCC2)cc1)c1nc2c(C)cccc2s1,-29%,-2%,-31%,-12%,6%,-3,-15%,1%
-15%,CCCc1cc(=O)[nH]c(Nc2ccc(Cl)cc2)n1,9%,i,-14%,-16%,38%,5,17%,4%
13%,O=C(Cc1cccc2ccccc12)Nc1ccc(N2CCOCC2)cc1,50µM*,-3%,-9%,-12%,21%,-2,·,-8%
5%,O=C(O)C1CC(=O)N(c2ccc(OCc3ccc(Br)cc3)cc2)C1 (centres undefined),-5%,1%,-16%,-3%,27%,-4,?,-16%
-1%&-4%,Cc1ccc(NC(=O)CCNS(=O)(=O)c2cccc3nonc23)cc1Cl,0%&-3%,0%,-33%&-10%,-1%&-21%,-21%&24%,2&-9,-30%,-9%&-4%
-15%,CCN(CC)S(=O)(=O)c1ccc(C)c(NS(=O)(=O)c2cc(/C=C/C(=O)O)cc(OC)c2OC)c1,·,2%,-8%,-19%,41%,5,?,-5%
12%,CCOc1cc2c(cc1/C=C(/C#N)c1ccc(C(=O)O)cc1)OCO2,?,-11%,-27%,?,19%,1,-31%,-3%
2%,CC1CCOC2(O1)C(=O)Nc1ccccc12 (centres undefined),-1%,-7%,-13%,-1%,29%,-5,-2%,-6%
0%,Cc1ccc(NC(=O)c2nc[nH]c2C(=O)N[C@@H](C)c2ccccc2)cc1,-14%,-5%,-18%,-13%,30%,-2,-2%[12.7 µM],6%
0%,COc1ccc2c(c1)CCc1c(C(=O)N3CCCc4ccccc43)noc1-2,9%,-3%,2%,-9%,38%,6,-33%,8%
18%,CCc1cccc(CC)c1NC(=S)NCC(c1cccnc1)N1CCOCC1 (centres undefined),-4%,5%,-11%,-11%,40%[activator],-1,19%,-4%
0%,CC(C)(C)c1ccc(C(=O)NC(=S)N2CCCCCC2)cc1,?,-4%,-32%,-12%,40%,-2,5%,-6%
0%,COc1ccc(S(=O)(=O)NC2CC3CCC2C3)cc1Br (centres undefined),10%,-1%,-10%,-23%,34%[activator],-2,-3%,-3%

Screens as filed in PubChem.
